MITF inh: inhibitors of human MITF. O75030. AlphaScreen MITF homodimerization, bead proximity signal. actives 0.91% (n = 650,000). inhibition, % at 2.6 µM; in the data active means inhibition above about 50%;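 further: 0% = vehicle wells with protein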
GPR151 activ: activators of human GPR151 | PathHunter beta-arrestin GPR151 cells, luminescence | Q8TDV0 | AID 1508602 | actives 1% (n = 650,000) | activation, % at 11.2 µM; in the data active means activation above about 4.9%;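 further: 0% = median of compound wells and 100% = cells with positive control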
Target sequence (Q8TDV0 whole entry, looked up): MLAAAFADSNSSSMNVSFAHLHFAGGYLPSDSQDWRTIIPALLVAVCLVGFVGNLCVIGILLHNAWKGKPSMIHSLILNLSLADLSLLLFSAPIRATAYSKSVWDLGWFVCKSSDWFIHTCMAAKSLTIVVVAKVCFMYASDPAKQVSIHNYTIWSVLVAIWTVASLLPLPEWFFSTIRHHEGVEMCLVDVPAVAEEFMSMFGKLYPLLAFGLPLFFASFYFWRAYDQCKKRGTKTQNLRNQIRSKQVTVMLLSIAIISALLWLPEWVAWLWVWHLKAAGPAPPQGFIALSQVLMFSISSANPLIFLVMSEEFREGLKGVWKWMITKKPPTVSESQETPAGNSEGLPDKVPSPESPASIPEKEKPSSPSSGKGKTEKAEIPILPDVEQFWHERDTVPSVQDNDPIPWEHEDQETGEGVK
TEAD-YAP block: TEAD-YAP interaction inhibition. HEK-TIYL cells, TEAD-Gal4/YAP UAS-luciferase luminescence. inhibition, % at 9.12 µM. actives 1.4% (n = 640,000); in the data active means inhibition above about 32%;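 further: 0% = median of test compound wells and 100% = reference inhibitor wells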
FBW7 activator: human FBW7 E3 ligase activation, primary screen | actives 0.13% (n = 650,000) | AID 1259310 | AlphaScreen FBW7–phospho-cyclin E peptide binding, activator screen | normalized activity (activation), % at 26.1 µM | Q969H0; in the data active means normalized activity above about 1.9%;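 further: purified mutant Fbw7 with reduced substrate affinity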
Target sequence (Q969H0 whole entry, looked up): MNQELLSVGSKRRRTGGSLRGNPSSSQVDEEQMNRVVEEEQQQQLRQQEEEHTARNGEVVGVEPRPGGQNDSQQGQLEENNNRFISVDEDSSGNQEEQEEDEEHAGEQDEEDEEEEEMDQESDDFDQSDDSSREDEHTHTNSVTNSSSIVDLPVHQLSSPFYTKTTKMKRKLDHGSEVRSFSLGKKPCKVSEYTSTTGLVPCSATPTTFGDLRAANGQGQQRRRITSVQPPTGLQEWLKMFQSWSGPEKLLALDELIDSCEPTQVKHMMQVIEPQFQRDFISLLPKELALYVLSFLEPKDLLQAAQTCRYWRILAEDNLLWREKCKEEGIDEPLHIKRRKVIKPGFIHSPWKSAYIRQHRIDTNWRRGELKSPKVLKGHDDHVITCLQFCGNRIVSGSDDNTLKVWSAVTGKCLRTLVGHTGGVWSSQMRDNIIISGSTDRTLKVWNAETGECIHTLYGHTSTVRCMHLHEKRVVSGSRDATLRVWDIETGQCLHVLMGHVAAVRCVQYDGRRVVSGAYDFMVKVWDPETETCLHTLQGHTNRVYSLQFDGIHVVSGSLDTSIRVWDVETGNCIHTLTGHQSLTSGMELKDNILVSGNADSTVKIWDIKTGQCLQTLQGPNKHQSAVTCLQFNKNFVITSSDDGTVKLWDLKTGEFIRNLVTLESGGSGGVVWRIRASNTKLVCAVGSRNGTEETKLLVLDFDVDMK
* = called active by the depositor; nt = no result given.

SMILES	MITF inh	GPR151 activ	TEAD-YAP block	FBW7 activator
CC(=O)Nc1ccccc1NC(=O)C/C(C)=N/NC(=O)c1cccs1	-4	-2.5	-68	-0.2
COC(=O)c1nnn(CC(=O)Nc2c(C)cc(C)cc2C)c1C(=O)OC	14	-0.4	5	0.8
COC(=O)c1ccc(OCC2c3cc(OC)c(OC)cc3CCN2C(=O)Cc2ccc(OC)cc2)cc1 (stereo unspecified)	2	-1.5	-10	-0.1
CCOc1ccccc1NC(=O)CCNS(=O)(=O)c1cc(Br)cnc1N	22	0.2	3	0.1
COc1ccc(NS(=O)(=O)c2ccc(OC)c(Cl)c2Cl)c(OC)c1	3	2.6	0	-0.6
COc1ccc(Nc2ccnc3c(-c4cccc(O)c4)cnn23)cn1	13	-1.5	25	-0.4
Cc1ccc(-c2nnc(Nc3ccc(C)c(C)c3)[nH]c2=O)cc1	-3	-1.7	-8	-0.1
Cc1cccc(NC(=O)CC(=O)Nc2ccc3nc4n(c(=O)c3c2)CCCCC4)n1	-8	-0.4	-5	-0.2
CN(C(=O)C1CCN(S(=O)(=O)c2cccc3nonc23)CC1)C1CCCCC1	3	0.2	5	0.3
Cc1ccc(C(=O)NCC2(c3ccccc3)CCOCC2)cc1	-3	0.4	-3	0.4
CCCCCCCCCCCC(=O)NC[C@]1(C)CCC[C@]2(C)c3ccc(C(C)C)cc3CC[C@@H]12	-8	-1.1	nt	nt
O=C(NC1CCCCC1)c1ccccc1F	0	0.3	-9	0.1
O=S(=O)(c1cccc(F)c1)N1CCn2cccc2C1c1ccccc1F (stereo unspecified)	-3	-1.1	2	-0.1
COC(=O)C1=CN(Cc2ccc3c(c2)OCO3)C=C(C(=O)OC)C1c1ccc2c(c1)OCO2	17	0.0	5	0.4
Cc1ccc(-c2cccc(NC(=O)CN3CCC4(CC3)NC(=O)c3ccccc3O4)c2)o1	11	-0.4	11	-0.2

Three compounds drawn at random from the list so far, as already listed:
SMILES	MITF inh	GPR151 activ	TEAD-YAP block	FBW7 activator
COc1ccc(Nc2ccnc3c(-c4cccc(O)c4)cnn23)cn1	13	-1.5	25	-0.4
COc1ccc(NS(=O)(=O)c2ccc(OC)c(Cl)c2Cl)c(OC)c1	3	2.6	0	-0.6
Cc1ccc(C(=O)NCC2(c3ccccc3)CCOCC2)cc1	-3	0.4	-3	0.4

(next part)
SMILES	MITF inh	GPR151 activ	TEAD-YAP block	FBW7 activator
CC(=O)Nc1ccnn1C1CCN(Cc2cnc(-c3ccccc3C)nc2)CC1	9	-1.9	41*	0.0
CC1(C2CCN(C/C=C/c3ccco3)CC2)NC(=O)N(C2Cc3ccccc3C2)C1=O (stereo unspecified)	-7	-1.5	-2	-0.1
CC(=O)NNc1nc(-c2cc3ccccc3oc2=O)cs1	-15	-1.2	-16	-0.3
O=C1N(c2ccccc2)C[C@@H]2C[C@@H](c3cccc4ncccc34)N3CCC[C@@]123	-121	-0.9	3	-0.1
CCOC(=O)c1sc(N2C(=O)C(=O)/C(=C(/O)c3ccc(F)cc3)C2c2ccc(C(C)(C)C)cc2)nc1C (stereo unspecified)	-14	-1.3	-4	0.0
CC(=O)Nc1ccc(Nc2nc(N3CCc4ccccc4C3)ncc2C)cc1	17	-2.4	11	0.3
O=C(O)c1cc(-c2ccccc2)c(N2CCOCC2)s1	7	-0.4	6	0.0
O=C(c1ccc(Cl)cc1)N1CCc2c([nH]c3ccccc23)C1	14	-0.3	0	0.0
CCC(C)NC(=O)Cn1cnc2ccc(S(=O)(=O)N3CCC(C)CC3)cc2c1=O (stereo unspecified)	24	-1.2	-13	0.1
CCOC(CCn1c(SCC(=O)Nc2nccs2)nc2ccccc2c1=O)OCC	2	-0.9	1	0.1
CCN(CC)CCOC(=O)c1ccc(OC)cc1O	7	-1.7	-12	-0.1
N#CNc1ccc(S(=O)(=O)N2CCOCC2)cc1N	7	0.6	7	0.0
CCOC(=O)c1ccc(CN(Cc2ccc(F)cc2)S(=O)(=O)c2ccc(F)c(C(=O)Nc3c(C)cccc3C)c2)cc1	-7	-0.5	-5	0.1
CC(=O)C1=C(O)C(=O)N(c2ccc(C(=O)O)c(O)c2)C1c1ccc(Br)cc1 (stereo unspecified)	-5	3.4	0	0.0
Cc1ccccc1N(C)S(=O)(=O)c1ccc2[nH]cc(C(=O)NC3CCCC3)c(=O)c2c1	-8	0.8	2	0.4
O=C1C2C3C=CC(C3)C2C(=O)N1CN(CN1C(=O)C2C3C=CC(C3)C2C1=O)C1CCCCC1 (stereo unspecified)	-7	-1.3	-6	-0.2
COc1ccc(C2CC(C(F)(F)F)n3ncc(C(=O)NCCc4ccccc4)c3N2)cc1OC (stereo unspecified)	-27	-0.1	4	0.4
O=C(COc1ccc(Cl)cc1)NCCN1CCN(c2cccc(Cl)c2)CC1	3	-0.3	1	-0.2
CC1=C(C(=O)OC2CCCC(C)C2)C(c2ccccc2Cl)NC(=O)N1 (stereo unspecified)	6	-1.6	1	0.2
O=C(CNc1ccc(Br)cc1)NNC1=NCCC1	-6	0.6	3	-0.1
O=C(NN1C(=O)c2ccccc2NC1c1ccccc1O)c1ccccc1 (stereo unspecified)	4	0.1	-36	0.0
CC(=O)Nc1c2c(nn1-c1ccccc1)CSC2	-3	-2.3	-5	-0.1
Cc1ccc([N+](=O)[O-])cc1N(CC(N)=O)S(C)(=O)=O	-2	0.0	2	-0.1
Cc1[nH]c(=O)n(C)c(=O)c1CCC(=O)Nc1cccc(F)c1	9	1.0	11	-0.1
O=C(N/N=C/c1ccc(-c2ccccc2)o1)c1ccccc1	-10	-1.4	-36	0.0
CCOc1ccc(N=Cc2c(C)[nH]n(-c3ccccc3)c2=O)cc1	1	2.1	0	-0.3
COCCn1c(C)cc(C(=O)COC(=O)/C=C/c2c(C)nn(-c3ccccc3)c2C)c1C	7	-0.7	3	-0.1
O=C(O)COc1ccc(C2Nc3ccccc3S(=O)(=O)N2Cc2ccccc2)cc1 (stereo unspecified)	-5	-0.2	4	-0.1
Oc1ccc(Nc2nccn3c(-c4ccc(O)cc4)cnc23)cc1	-9	-1.8	3	0.0
COC(=O)Cc1nc(Nc2ccc(OC)cc2OC)c2c(C)c(C)sc2n1	11	0.4	-5	0.1

The list goes on; the last 5 above are carried over.
SMILES	MITF inh	GPR151 activ	TEAD-YAP block	FBW7 activator
CCOc1ccc(N=Cc2c(C)[nH]n(-c3ccccc3)c2=O)cc1	1	2.1	0	-0.3
COCCn1c(C)cc(C(=O)COC(=O)/C=C/c2c(C)nn(-c3ccccc3)c2C)c1C	7	-0.7	3	-0.1
O=C(O)COc1ccc(C2Nc3ccccc3S(=O)(=O)N2Cc2ccccc2)cc1 (stereo unspecified)	-5	-0.2	4	-0.1
Oc1ccc(Nc2nccn3c(-c4ccc(O)cc4)cnc23)cc1	-9	-1.8	3	0.0
COC(=O)Cc1nc(Nc2ccc(OC)cc2OC)c2c(C)c(C)sc2n1	11	0.4	-5	0.1
C=CCn1c(SCC(=O)Nc2ccc(C(C)=O)cc2)nnc1-c1cccs1	4	0.1	24	0.0
Cc1sc2nc(C3CC3)n(C3CCN(C(=O)c4ccco4)CC3)c(=O)c2c1C	6	-0.9	10	0.6
CCOc1ccc(C2C(=O)N(C3CCCCCC3)CC(=O)N2C2CCCC2)cc1OC (stereo unspecified)	0	-0.1	-4	0.3
Cc1cc(C=C2C(=O)N(C)C(=O)N(C)C2=O)c(C)n1-c1ccc(O)cc1	9	0.0	-2	0.0
O=S(=O)(c1ccccc1S(=O)(=O)N1CCCCC1)N1CCCCC1	-1	-1.7	0	0.0
Cc1ccc(/C=C2\N=C(c3cccc(F)c3)OC2=O)o1	-7	1.1	6	0.0
CCC1CCC(c2ccc(C3=N/C(=C/c4cccc(OC)c4OC)C(=O)O3)cc2)CC1 (stereo unspecified)	6	0.5	0	0.0
CCC1CCCCN1CCCNC(=O)c1noc2c1COc1ccc(C)cc1-2 (stereo unspecified)	-6	-1.2	-5	-0.2
COc1ccccc1NC(=O)c1cc2c(C)nn(-c3ccccc3)c2s1	-4	-0.4	-3	-0.2
Cc1ccc(NC(=O)C(=O)NCC(C)C)c(C)c1	7	-2.1	-60	-0.1
Cc1c(C(=O)OC(C)C)[nH]c2c1C(=O)CC(c1ccccc1)C2 (stereo unspecified)	1	-0.1	51*	-0.1
CC(C)SCc1ccc2oc(C(=O)O)cc2c1	-8	-0.2	5	0.0
O=C(CC1CCCCN1S(=O)(=O)c1ccccc1)NCc1ccc(Cl)cc1 (stereo unspecified)	-5	-1.2	3	-0.1
CC1(C)Cc2nnc3c4c(nnc(c24)C1)CC(C)(C)C3	8	-0.2	2	-0.2
O=[N+]([O-])c1ccc(-n2cccc2CO)cc1	-2	0.5	29	-0.1
O=C(COC(=O)c1ccccn1)Nc1ccc(F)cc1F	12	0.3	5	-0.3
O=C(NC1(C(F)(F)F)NC(=O)N(c2ccc(F)cc2)C1=O)c1cccs1 (stereo unspecified)	-10	-1.1	-3	-0.1
C=CCc1cc(Cl)ccc1OCCCNCCO	34	-1.7	8	-0.2
COc1cccc(C2C3=C(CC(C)(C)CC3=O)Nc3ncnn32)c1OC (stereo unspecified)	16	1.1	-5	0.5
CCc1cccc(OCCOCCn2ccnc2)c1	65*	-1.6	-15	0.1
CCOC(=O)N1CCN(S(=O)(=O)c2ccc(F)c(C(=O)Nc3ccc(Br)cc3)c2)CC1	-3	-2.3	4	0.8
O=C(NC(c1ccccc1)c1cnccn1)C1CCN(C(=O)c2ccccc2)CC1 (stereo unspecified)	-2	-0.2	-3	1.4
O=C(NCCC1CCCCN1S(=O)(=O)c1ccccc1)C(=O)Nc1ccccc1Cl (stereo unspecified)	21	-1.1	4	1.1
CC(C)CN1CCN(Cc2ccc3ncccc3c2)CC1CCO (stereo unspecified)	12	0.4	1	-0.2
Cc1cc(C)cc(OCC(=O)N/N=C/c2cc(Br)ccc2O)c1	22	-0.4	17	0.0
COc1ccc(S(=O)(=O)NCCC(=O)O)cc1N(C)S(=O)(=O)c1ccc(C)cc1	-19	-0.8	-5	0.1
O=C(COc1ccccc1Cl)NNC(=O)c1cccnc1	-2	0.9	3	0.1
CC(C)Cn1c(C2CC(=O)N(c3ccccc3)C2)nc2ccccc21 (stereo unspecified)	10	4.1	4	0.0
O=C(Nc1ccnc(-c2ccncc2)n1)C1CC1	-2	4.0	7	-0.1
O=C(CCC1CCCN(C(=O)c2ccc3c(c2)OCCO3)C1)NCc1ccc(F)c(F)c1 (stereo unspecified)	4	-0.7	-25	0.0
NC(=O)c1ccc(-c2cccc(C(N)=O)n2)cc1	19	-0.1	-2	0.1
CS(=O)(=O)c1ccc(-c2cn[nH]c2-c2ccc(F)cc2)cc1	-13	0.0	-2	-0.1
COc1cccc(CN2CCN(C(=O)c3ccccc3F)CC2)c1	57*	0.0	13	0.0
Clc1ccc(Nc2nc3nonc3nc2Nc2ccc(Br)cc2)cc1Cl	-17	1.0	-2	0.0
O=C1CCC(C(=O)N2CCOc3ccc(CN4CCN(c5ccccc5)CC4)cc3C2)N1 (stereo unspecified)	0	0.4	-4	0.1
COc1ccc(Cn2c(SCc3ccc(Cl)cc3)nc3ccsc3c2=O)cc1	-11	-0.8	-1	0.3
CCCn1c2c(c(O)c(C(=O)Nc3cc(Cl)ccc3OC)c1=O)CCCC2	16	1.1	-2	0.1
COc1cc(CNc2nc(C)c(-c3ccn(CC4CCCN(C)C4)n3)s2)ccc1F (stereo unspecified)	0	2.0	7	-0.1
Cc1cc(C(=O)NCc2ccc3c(c2)OCCCO3)nn1C	5	-0.7	-13	-0.1
COc1ccc(CCNc2nc(NCCN3CCOCC3)nc3cc(OC)c(OC)cc23)cc1	14	1.4	7	0.0
FC(F)(F)c1cccc(-c2[nH]ncc2-c2ccncn2)c1	17	0.8	1	0.1
O=C(CCl)N=c1sccn1Cc1ccc(Cl)cc1Cl	-14	-0.1	28	-0.3
CN(C)c1ccc(/C=N\NC(=O)c2ccc([N+](=O)[O-])cc2)cc1	-8	-1.7	-9	0.2
CS(=O)(=O)Nc1ccc(C(=O)NCCSCc2c(F)cccc2Cl)cc1	-4	-0.4	1	-0.1
CCC(Sc1ccc2ccccc2n1)C(=O)O (stereo unspecified)	3	-1.0	8	-0.1

4 entries from above, reformatted.
structure,MITF inh,GPR151 activ,TEAD-YAP block,FBW7 activator
COc1cc(CNc2nc(C)c(-c3ccn(CC4CCCN(C)C4)n3)s2)ccc1F (stereo unspecified),0,2.0,7,-0.1
Cc1cc(C(=O)NCc2ccc3c(c2)OCCCO3)nn1C,5,-0.7,-13,-0.1
COc1ccc(CCNc2nc(NCCN3CCOCC3)nc3cc(OC)c(OC)cc23)cc1,14,1.4,7,0.0
FC(F)(F)c1cccc(-c2[nH]ncc2-c2ccncn2)c1,17,0.8,1,0.1

Continued.
SMILES	MITF inh	GPR151 activ	TEAD-YAP block	FBW7 activator
COCCNC(=O)CSCc1c(F)cccc1Cl	3	1.5	6	0.8
FC(F)(F)C12CC(c3ccccc3)=NCCN1CCN2 (stereo unspecified)	14	-1.4	-2	-0.1
Cc1ccc(NC(=O)/C(=C\c2ccc(C)o2)NC(=O)c2cccc(Cl)c2)cc1	15	-0.1	-6	0.1
CCSCCS(=O)(=O)CCSCC	-8	-1.1	-9	-0.1
Cc1ccc(Cc2cnc(NC(=O)c3ccco3)s2)cc1	19	0.0	-34	-0.1
Cc1cnc(C)c(N2CCC(C(=O)NC(C)c3cccs3)CC2)n1 (stereo unspecified)	6	-0.8	-11	-0.2
COc1ccc(/C=C2\C(=O)NC(=S)N2C(=O)c2ccc(C)cc2)cc1	-5	-2.0	-15	-0.4
CCOC(=O)CSc1n[nH]c(-c2ccncc2)n1	11	2.7	-4	0.0
N=C(c1cccc([N+](=O)[O-])c1)N1CCCCC1	-25	-0.6	5	-0.3

High-throughput results (PubChem)
